Assay outcomes (PubChem BioAssay)
Cav32 inh = blocks human Cav3.2 T-type calcium channel; Cav3.2-expressing cells, Fluo-4 calcium fluorescence FDSS; hits give low values; B-score at 10 µM; 100,000 compounds, 4% hits; AID 449739;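 active = single-dose well whose peak fluorescence ratio is a statistical outlier from its plate by either plate-standardised score or position-corrected B-score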
Active calls of the source: *. Some of the compounds tested, so the mix of outcomes need not match the whole.

The first 3 records as a preview:
SMILES | Cav32 inh
CCCCN(CC)CCCNC(=O)CC1Oc2ccccc2NC1=O (configuration not stated) | 0.11
NC(=O)c1noc(C(=O)N(CC(=O)NC2CCCC2)Cc2ccc3c(c2)OCO3)c1N | -0.16
COc1cc(/C=C(\C#N)c2nc3ccccc3[nH]2)c([N+](=O)[O-])cc1OCc1ccccc1 | -1.9

Main list, from the first entry:
SMILES | Cav32 inh
CCCCN(CC)CCCNC(=O)CC1Oc2ccccc2NC1=O (configuration not stated) | 0.11
NC(=O)c1noc(C(=O)N(CC(=O)NC2CCCC2)Cc2ccc3c(c2)OCO3)c1N | -0.16
COc1cc(/C=C(\C#N)c2nc3ccccc3[nH]2)c([N+](=O)[O-])cc1OCc1ccccc1 | -1.9
O=C1COc2ccc(C(=O)CSc3nnc(Cc4cccs4)n3-c3ccc(Cl)cc3)cc2N1 | -3.9*
O=C(c1ccccc1)c1ccc2nc(-c3ccc(NC(=O)c4ccccc4F)cc3)[nH]c2c1 | 0.034
CN(C)C(=O)CN(c1ccc(F)c(Cl)c1)S(C)(=O)=O | 0.55
O=C(c1ccc(S(=O)(=O)N2CCCCC2)cc1)N1CCN(c2ccccc2)CC1 | 1.9
Fc1ccc(-c2n[nH]c(=S)n2CC2CCCO2)cc1 (configuration not stated) | 1.6
CCOc1ccc(-c2nc(CSCC(=O)NC3CCCc4ccccc43)c(C)o2)cc1 (configuration not stated) | -6.3*
O=C(Nc1ccc(OCC(=O)N2CCC(Cc3ccccc3)CC2)cc1)c1ccco1 | -7.2*
CCOC(=O)C(NCc1ccccc1OC)(NC(C)=O)C(F)(F)F (configuration not stated) | 0.015
CC(C)CCn1cnc2c(cnn2-c2ccc(F)cc2)c1=O | 0.42
Cc1cc(C)n2ncc(C(=O)Nc3ccc4c(c3)OCO4)c2n1 | -0.031
Cn1c(C(=O)NCCCN2CCOCC2)cc2c(=O)n(C)c3ccccc3c21 | 0.035
O=C1C2ON(c3ccccc3)C(c3ccncc3)C2C(=O)N1c1ccc(N2CCOCC2)cc1 (configuration not stated) | 0.14
COCCN1C=C2C(=O)C(C)(OC(=O)C3CCCC3)C(=O)C(c3ccccc3)=C2C=C1CCCC(=O)OC (configuration not stated) | 1.6
CCCCN(CC)Cc1ccc(CNC(=O)Nc2ccccc2)o1 | 0.96
C(=C1/CCCC2=C1Nc1ncnn1C2c1ccccc1)/c1ccccc1 (configuration not stated) | -0.02
COC(=O)c1ccc(CSc2nnc(CNC(=O)c3ccccc3F)o2)o1 | 0.059
O=C(CSc1nnc(-c2ccncc2)n1C1CCCCC1)Nc1ccccc1 | 0.041
Cc1ccc([N+](=O)[O-])cc1NC(=O)CN(C1CCCCC1)S(=O)(=O)c1ccc(Cl)cc1 | -3.6
O=C1C(Nc2cccc(O)c2)=C(N2CCCCC2)C(=O)c2ccccc21 | -0.85
Nc1nc(SCc2ccc(Cl)cc2)[nH]c(=O)c1-c1ccccc1 | -1.3
CCOc1ccc2[nH]c(=O)c(CN(Cc3cccnc3)C(=O)Nc3ccccc3OC)cc2c1 | -0.18
CC(=O)c1cc(F)c(N2CCN(C(=O)c3ccco3)CC2)cc1C | -0.25
(more compounds)
SMILES | Cav32 inh
Fc1ccccc1Cc1nnc2n1N=C(c1ccc(Cl)cc1)CS2 | 0.81
CCOC(=O)CC(=O)CSc1ncnc2c1cnn2-c1ccccc1 | 0.12
CC(C)(C)C(=O)N1CCN(c2ccc([N+](=O)[O-])c(NCC3CCCO3)c2)CC1 (configuration not stated) | 0.57
CCOCc1cnc(C)nc1NCC(=O)c1c(C)[nH]c2ccc(OC)cc12 | 0.22
CC1=NCCN1S(=O)(=O)c1cc(Cl)ccc1Cl | -0.25
CC1CN(Cc2cc(=O)[nH]c(C(C)C)n2)CC(C)O1 (configuration not stated) | 0.64
CC(=O)N1CCN(c2ccc(Oc3ncnc4sccc34)cc2)CC1 | 0.42
O=C(CN(C(=O)CSc1nnc(COc2ccccc2)o1)c1ccc(F)cc1)NC1CCCC1 | -0.43
Cc1ccc(C(=O)c2cc3ccccc3o2)cc1 | -1.7
Cc1ccccc1-c1nc(CS(=O)CC(=O)NCCN2CCOCC2)c(C)o1 (configuration not stated) | 0.0079
CCC1=C(OC(=O)N(CC)CC)N2C(=O)OC(=NCC(=O)OC)[C@]2(C)[C@H]2C1=CC[C@H]1C(=O)N(C)C(=O)[C@H]12 | 0.47
Cc1ccn2c(CN3CCOCC3)c(-c3ccccc3)nc2c1 | 1.5
O=C1c2ccccc2C(Nc2ccc(F)c(Cl)c2)N1Cc1ccco1 (configuration not stated) | -6*
COCCNC(=O)CCc1c(C)nc2c(-c3ccc(F)cc3)c(C)nn2c1C | 2.3
COC(=O)CCC(=O)c1oc2ccccc2c1N | 0.93
CCCCC(=O)Nc1ccc(NC(=O)c2cccs2)cn1 | 0.79
CC1(OC(=O)c2ccco2)C(=O)C=C2C=C(c3ccc(C#N)cc3)OC=C2C1=O (configuration not stated) | -0.82
COc1cnc(SCc2c(Cl)cccc2Cl)nc1Cl | -0.99
COc1ccc(N/C(=C(/C(Cl)=C(Cl)Cl)[N+](=O)[O-])n2nnc3ccccc32)cc1OC | -0.34
c1cncc(-c2noc(C34CC5CC(CC(C5)C3)C4)n2)c1 | -1.2
Cc1cccn2c(=O)c(C=NCCO)c(NCc3ccco3)nc12 | 0.0063
CCCn1c(=O)[nH]c(=O)c2c1nc(-c1ccc(OC(F)F)c(OC)c1)n2CCOC | -0.69
O=C(NCc1ccco1)C1(c2ccccc2)CCCC1 | -0.15
Cc1ccccc1C(=O)c1cccn1CC(=O)O | -0.78
Cc1ccc(S(=O)(=O)N2CCC(=O)N(CCOCc3cccc(C(F)(F)F)c3)CC2)cc1 | -0.082
(cont.)
SMILES | Cav32 inh
O=C(c1ccc(Cl)c(S(=O)(=O)N2CCCCCC2)c1)N1CCN(CCO)CC1 | 0.41
COc1ccc(-c2cc(C(=O)N3CCN(c4ccccn4)CC3)c3ccccc3n2)cc1 | 0.17
CCOc1ccc2nc(SCC(=O)c3ccc(C)s3)sc2c1 | 0.5
Cc1cc(N)n2ncc(-c3ccc(F)cc3)c2n1 | 0.2
Cc1ccc(C(=O)Nc2ccccc2C(=O)N2CC3(C)CC2CC(C)(C)C3)cc1 (configuration not stated) | -5.9*
CCOC(=O)C(C(=O)Nc1ccc(C)cc1)C1CCCCC1 (configuration not stated) | 0.75
CCC1(CC)C(=O)N(C)C(=O)NC1=NCc1ccccc1 | 1.2
COc1cccc(NC(=O)COc2ccc(N3CC(C(=O)NCC(C)C)CC3=O)cc2)c1 (configuration not stated) | 0.82
Cc1cccc(NC(=O)CN2CCCN(S(=O)(=O)c3ccc(Br)s3)CC2)c1 | -4.2*
Cc1ccccc1NS(=O)(=O)c1cc(C(=O)NCCC2=CCCCC2)ccc1C | -3.4*
COc1cccc(CSc2nnc(CSc3nc4nc(C)cc(C)n4n3)s2)c1 | -0.24
Cc1ccc(C)c(N/C(N)=N/c2nc(C)cc(C)n2)c1 | 0.49
c1ccc(CN2CCN(C(c3ccccc3)c3nnnn3Cc3ccccc3)CC2)cc1 (configuration not stated) | -0.29
CN(c1ccc(C(=O)N2CCCCC2)cc1)S(=O)(=O)c1ccccc1 | 0.32
CCn1c(=S)[nH]c2cc(C(=O)OC)ccc2c1=O | 0.13
CCn1cc(C(=O)NC2CCC(C)CC2)c(=O)c2cc(S(=O)(=O)N3CCCCC3)ccc21 (configuration not stated) | -7.2*
COC(=O)COc1ccsc1C(=O)OC | 0.72
O=C(NCc1ccco1)c1ccc2ccccc2c1 | -0.17
CC(C)CNC(=O)CSc1ccc(Cl)cc1 | 0.14
Cc1ccc(NCc2nnc(SCC(=O)NCc3ccco3)n2CC2CCCO2)cc1Cl (configuration not stated) | -1.6
COc1ccc(OCc2nn3c(-c4ccco4)nnc3s2)cc1 | -0.6
Cc1ccc2c(c1)nnn2C1CCN(CC(=O)Nc2ccccc2N2CCOCC2)CC1 | -0.85
CSc1ccc(/C=N/NC(=O)c2cccc(O)c2)cc1 | 0.073
Cc1cccc(NC(=O)c2cc3n(n2)C(C(F)(F)F)CC(C2CC2)N3)c1C (configuration not stated) | 1.5
CCOc1ccc(N(CC(=O)Nc2ccc(OC)cc2)S(=O)(=O)c2c(C)noc2C)cc1 | 0.32

Four compounds drawn at random from those above, as already listed:
SMILES | Cav32 inh
O=C(c1ccc(Cl)c(S(=O)(=O)N2CCCCCC2)c1)N1CCN(CCO)CC1 | 0.41
c1ccc(CN2CCN(C(c3ccccc3)c3nnnn3Cc3ccccc3)CC2)cc1 (configuration not stated) | -0.29
O=C1C(Nc2cccc(O)c2)=C(N2CCCCC2)C(=O)c2ccccc21 | -0.85
O=C1c2ccccc2C(Nc2ccc(F)c(Cl)c2)N1Cc1ccco1 (configuration not stated) | -6*

Looked up above:
Value for COc1ccc(OCc2nn3c(-c4ccco4)nnc3s2)cc1 in Cav32 inh: -0.6
Value for Cc1ccccc1NS(=O)(=O)c1cc(C(=O)NCCC2=CCCCC2)ccc1C in Cav32 inh: -3.4*

(more compounds)
SMILES | Cav32 inh
O=C(CSc1nnc(CNC(=O)c2cccs2)o1)NCCc1ccccc1 | 0.68
O=C(CSc1nc2ccccc2[nH]1)N1CCN(S(=O)(=O)c2ccc(Cl)cc2)CC1 | -2.5
CCOc1cc(Br)c(C(=O)O)cc1OC | 0.73
COCCCNCC(=O)Nc1sc(C)c(C)c1C(=O)OC | 0.99
CC(C)c1ccc(-c2noc(C3CCCN(C(=O)c4ccc(F)cc4F)C3)n2)cc1 (configuration not stated) | -0.62
Cc1cc(SCNC(=O)c2ccccc2)ncn1 | 0.88
CCN=C1Sc2nc3ccc(OCC)cc3cc2CN1CCOC | -0.83
CCN1C(=O)c2cccc3c(NC(=O)c4ccccc4)ccc1c23 | -0.84
Oc1[nH]c2ccccc2c1C=NCC1CCCO1 (configuration not stated) | -0.041
O=S(=O)(c1ccccc1)c1ccccc1/C=N\O | -0.16
O=C(CN1CCOCC1)Nc1cccc(C(=O)Nc2cccc(C(F)(F)F)c2)c1 | 1
CN(C)C(=O)c1cnc(Sc2ncc(C(F)(F)F)cc2Cl)n1C | 0.47
COc1ccc(C(=O)Nc2scc(-c3ccc(Cl)cc3Cl)c2C(N)=O)cc1 | -0.092
COc1ccc2oc(=O)c(C(=O)N3c4ccccc4CC3C)cc2c1 (configuration not stated) | -3.6
CC(C)CCOc1ccc(NC(=O)C2OC3OC(C)(C)OC3C3OC(C)(C)OC23)cc1 (configuration not stated) | 0.0022
CCc1nnc(NC(=O)CSc2nnc(CNc3ccc(Cl)cc3)o2)s1 | -4*
COc1cc(C2c3c(oc4ccccc4c3=O)C(=O)N2CCN2CCOCC2)cc(OC)c1OC (configuration not stated) | 1.7
Cc1ccnc(NS(=O)(=O)c2ccc(NC(=O)C3CCCCC3)cc2)n1 | 0.42
CN(C)C(=O)CSc1cccc2cccnc12 | 0.66
Cc1cccc(S(=O)(=O)C(C#N)c2nc3ccccc3nc2N2CCOCC2)c1 (configuration not stated) | -1.9
Cc1nn(-c2ccccc2)c(Cl)c1/C=C1\SC(=S)NC1=O | -4.5*
CN(C)C(=O)CSC1c2ccccc2C(=O)N1c1ccccc1 (configuration not stated) | 0.71
CCCCN1CCc2c([nH]c3ccccc23)C1=O | -0.22
COc1cc(C2C(C#N)=C(N)OC3=C2C(=O)CCC3)c([N+](=O)[O-])cc1OC (configuration not stated) | -3.6
Cn1c(-c2ccc(F)cc2)cnc1NCc1ccccc1 | 0.42

Rewritten as labelled records: 2 of the compounds above.
> Cc1nn(-c2ccccc2)c(Cl)c1/C=C1\SC(=S)NC1=O
  Cav32 inh: -4.5*
> Cc1cccc(S(=O)(=O)C(C#N)c2nc3ccccc3nc2N2CCOCC2)c1 (configuration not stated)
  Cav32 inh: -1.9

(further entries)
SMILES | Cav32 inh
C=C(C)C1CC=C(CN2CCC(C(=O)OCC)CC2)CC1 (configuration not stated) | -0.63
CCn1c(=O)cc(SCC(=O)N2CCN(c3ccccc3F)CC2)c2ccccc21 | -3.4
CCOc1cc(N2CCOCC2)c(OCC)cc1NC(=O)CCS(=O)(=O)c1ccc(Cl)cc1 | 0.0033
C=CCOC(=O)N1CCN(c2cccc(C(F)(F)F)c2)CC1 | -1.5
C/C=C\C=C/C(=O)Nc1cccc(C2=NOC3(C2)C[C@@H](C(N)=O)N(C(=O)c2ccc(Cl)cc2)C3)c1 (some centres not stated) | 0.66
O=C(O)COCC(=O)Nc1ccc2c(c1)CCC2 | 0.72
CC(C)NC(=O)/C(=N\O)c1ccccc1 | 0.69
CCNc1ccc(S(=O)(=O)C(F)(F)F)cc1NC(=O)C12CCC(CC1)C2 | 0.99
O=c1cc(-c2ccccc2)n(S(=O)(=O)c2ccccc2)o1 | -1.2
Cc1ccccc1OC(C)c1nc(-c2ccccc2)no1 (configuration not stated) | -0.054
Cc1ccc2cccc(Oc3cnccn3)c2n1 | 0.41
CSc1nc(-c2ccccc2)c(-c2ccccc2)[nH]1 | 1
Fc1ccc(C2=Nn3c(Cc4ccccc4)nnc3SC2)cc1 | 0.52
Cc1ccc2cc(CN(Cc3nnnn3C3CCCC3)C3CCCCC3)c(=O)[nH]c2c1C | -0.01
COC(=O)CC1C(=O)NC2CCCCC2N1C(=O)c1ccccc1 (configuration not stated) | 0.51
CN(C)C(=O)c1ccc(Oc2ccc(C(=O)N(C)C)cc2)cc1 | -0.85
CCOC(=O)C1CCCN(C(=O)c2cc(Nc3ccc(OC)cc3OC)nc3ccccc23)C1 (configuration not stated) | -3.4
COc1ccc(-n2c(Cc3cccn3C)nnc2SCC(=O)Nc2ccc(C)c(Cl)c2)cc1 | -4.2*
Nc1cccc(-c2nc3ccc(N)cc3s2)c1 | -0.1
OCCOc1nnnn1-c1ccccc1 | 1.2
Cc1ccc(O)c(C2=NOC(O)(C(F)(F)C(F)F)C2)c1 (configuration not stated) | -1.4
COc1ccccc1CC(NC(C)=O)C(=O)NC1CCN(c2nnnn2-c2ccccc2)CC1 (configuration not stated) | 1.9
COc1ccccc1-c1cc(C(=O)NCc2cccs2)no1 | 0.34
